Bioassay records deposited in PubChem by several laboratories.
sdo1 growth = growth rescue of sdo1-depleted yeast, primary screen, S. cerevisiae, bone marrow failure model; S. cerevisiae sdo1-depleted JHY4D growth rescue, OD600 30 h; stronger effect = higher value; pdr5 snq2 efflux-pump mutant strain; z-score at 10 µM; 140,000 tested, 0.21% active;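 active = z-score above 3 at both the 24 hr and the 30 hr optical density reads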;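 also: z-score against mean and SD of all compound wells on the same plate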
INS promoter inh = inhibitors of insulin promoter-driven GFP, primary screen, imaging, TRM-6 cells (human fetal islet line), eGFP reporter, cell count; reporter expression induced with tamoxifen; inhibition, % at 2 µM; 130,000 tested, 0.9% active;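 active = inhibition above the mean plus 3 SD, with well images judged a real hit on visual review, cut at about 60% in these data, passing the limit was not always enough; inconclusive = inhibition over the cutoff but images rejected on review; inactive = inhibition not above the cutoff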
sdo1 growth Rescue 24 h = further read-out of sdo1 growth, marked with its call; z-score; S. cerevisiae sdo1-depleted JHY4D growth rescue, OD600; measured here: growth rescue at 24 h;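 0 is the plate mean of compound wells and units are plate SD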
* hit, by the source's call; ? = inconclusive; nt = not tested or not shown; [ ] = dose if it differs, or a comment.

sdo1 growth,sdo1 growth Rescue 24 h,molecule,INS promoter inh
0.33,0.7,Cc1ccccc1-c1nnc(SCC(=O)NC2CCCCC2)o1,-370
-0.27,-0.92,COc1ccc(Br)cc1CNC(=O)C1CCN(S(=O)(=O)N2CCCC2)CC1,nt
2.3,2.6,NC(=O)C1CCN(C2CC(=O)N(c3cccc(F)c3)C2=O)CC1 (stereo not drawn),-27
-0.37,-0.85,O=c1[nH]c2ccccc2nc1C(F)(F)C(F)F,14
-0.4,0.13,COC(=O)c1ccc(NC(=O)CSc2nnc(-c3ccccc3)n2C)cc1,38
-1,-0.78,Cc1cccc(N=C2NN=C(c3c[nH]c4ccccc34)CS2)c1,-24
-0.01,1.2,COc1ccc(CCNC(=O)/C(C#N)=C2\N=C(NC(=O)c3cccs3)c3ccccc32)cc1,48
nt,nt,FC(F)Oc1ccc(NC(=S)N2CCN(Cc3ccccc3)CC2)cc1,67
0.14,-0.09,CCC(C)C(NC(=O)C1CCC(C)CC1)C(=O)NCc1cccnc1 (stereo not drawn),-50
-0.12,-0.11,CCOC(=O)C(Nc1ccc2ccccc2c1)C(=O)OCC,25
1.3,1.8,C/C(N)=C(/C#N)C(=O)COC(=O)COc1ccc(Cl)cc1,-44
0.33,0.8,COc1cccc(C(=O)N2CCN(Cc3ccco3)CC2)c1OC,nt
0.71,0.42,CCCn1c(=S)[nH]c2cc(C(=O)NCC3CCCO3)ccc2c1=O (stereo not drawn),?
-1.5,-1.5,COc1ccc(/C=N/NC(=O)CCn2c3ccccc3c3ccccc32)cc1O,-4
nt,nt,Cn1nc(N)nc1N1CCN(c2ccc(F)cc2)CC1,7
0.38,0.5,Cn1nnnc1SCC(=O)N1CCN(c2ccccc2)CC1,nt
nt,nt,COc1cc(SC)ccc1C(=O)Nc1c(Cl)cncc1Cl,11
0.34,0.34,Cc1ccc(SCC(=O)Nc2cccc(C(=O)NC(C)(C)C)c2)cc1,-7
-1.2,-1.2,O=C(NCCN1CCOCC1)c1cc2sccc2n1Cc1ccc(Cl)cc1,nt
0.56,0.08,CCCn1c(SCC(=O)N2CCc3ccccc3C2)nc2c1c(=O)n(C)c(=O)n2C,19
-0.06,-0.36,CN(CC(=O)NC(=O)NCc1ccccc1)Cc1ccc(Cl)cc1,nt
-0.09,0.04,OCc1csc(=Nc2ccccc2)n1-c1ccccc1,-43
nt,nt,Cc1[nH]c2ccccc2c1C(O)c1ccncc1 (stereo not drawn),7
nt,nt,COc1cccc(NC(=S)N(CCCN2CCOCC2)C(C)c2cc3cccc(OC)c3o2)c1 (stereo not drawn),-259
0.08,-0.29,COC(=O)c1cccc(NC(=O)CN2CCN(c3ccc(OC)cc3)CC2)c1,nt
-1.5,-0.27,CN(c1ccccc1)S(=O)(=O)c1cc(C(=O)c2nccn2C)ccc1Cl,nt
nt,nt,COc1ccc(-c2nnc(SCc3c(C)noc3C)o2)cc1,-35
nt,nt,C#CC1(NC(=O)NC(C)C)CCCCC1,13
0.53,0.26,O=C(OCn1nnc2ccccc2c1=O)c1ccc(Br)o1,-6
-0.09,1.8,CCc1ccc(NC(=S)Nc2cccc(OC)c2)cc1,47
nt,nt,Nc1ccc(-c2ccc(N)c([N+](=O)[O-])c2)cc1[N+](=O)[O-],-100
1.2,0.61,O=C(Nc1ccc2nccnc2c1)c1cnccn1,16
1.1,0.7,S=c1[nH]nc(COc2ccccc2)n1/N=C/c1cccnc1,-41
0.75,0.45,O=C(/C=C/c1ccco1)N1CCN(c2ncccn2)CC1,-30
0.36,0.68,O=C(Nc1cc2c3c(c1)C1CCCC1CN3CC1CCCC21)c1ccc([N+](=O)[O-])cc1 (stereo not drawn),-3
1.1,1.4,COCCNC(=O)C(c1ccc(O)cc1)N(Cc1ccco1)C(=O)CCC(=O)Nc1nccs1 (stereo not drawn),-14
-0.99,-0.18,CC(C)CNC(=O)c1ccccc1NC(=O)/C=C/c1cccc([N+](=O)[O-])c1,-19
-0.22,-0.33,COC1=C/C(=C/c2c(N)n3cc(C)sc3nc2=O)C=CC1=O,17
0.38,0.2,CCC(C)NCCOCCOc1ccccc1-c1ccccc1 (stereo not drawn),-19
-0.36,-1.3,CC(C)Cn1c(N)c(C(=O)COC(=O)c2cc(-c3ccccc3)nc3ccccc23)c(=O)n(C)c1=O,-40

2 compounds from above with just sdo1 growth:
SMILES	sdo1 growth
C/C(N)=C(/C#N)C(=O)COC(=O)COc1ccc(Cl)cc1	1.3
CCC(C)C(NC(=O)C1CCC(C)CC1)C(=O)NCc1cccnc1 (stereo not drawn)	0.14

Next section.
sdo1 growth,sdo1 growth Rescue 24 h,molecule,INS promoter inh
-0.45,-0.09,Cc1cc2cc(CNC(=O)Nc3ccccc3)ccc2n1C,-80
-0.41,-1.6,CCOc1ccc(CNC(=O)CCn2c(=O)oc3ccccc32)cc1OC,16
0.57,-0.37,CC(CN1CCN(C)CC1)OC(=O)c1ccccc1 (stereo not drawn),-33
nt,nt,COCCn1cnnc1SCC(=O)Nc1cccc(S(=O)(=O)N(C)c2ccccc2)c1,16
0.33,2.1,COc1cc(Cl)cc(C2NC(=O)NC(C)=C2C(=O)NCc2ccccc2)c1O (stereo not drawn),49
0.06,0.81,O=C(CSc1nc(N2CCCCC2)nc(N2CCCCC2)n1)Nc1nccs1,54
1.3,1.8,C/C(N)=C(/C#N)C(=O)CSc1nc2ccccc2c(=O)n1CCCOC(C)C,5
-0.61,-0.4,O=C(OCC(=O)N1CCc2ccccc21)c1c2c(nc3ccccc13)CCCC2,nt
-0.51,-0.72,O=C(Nc1ccc(Nc2ccccc2)cc1)c1ccc(Br)o1,6
-0.28,-0.5,CCOc1cccc(C(=O)Nc2nnc(-c3cccs3)s2)c1,-52
0.46,-0.3,CCN(CC)CCN1C(=O)c2oc3ccccc3c(=O)c2C1c1ccc(F)cc1 (stereo not drawn),14
-0.06,-0.34,C=CCN1C(=O)/C(=C\c2ccco2)C(C(=O)OC)=C1C,-56
0.14,0.99,CCOc1ccc(NC(=O)Nc2cc(OCC(F)(F)F)cc(OCC(F)(F)F)c2)cc1,nt
0.93,-0.02,O=C1c2ccccc2C(=O)N1CC(O)COCc1ccccc1 (stereo not drawn),8
0.99,0.27,O=C(Nc1ccccc1)c1ccc(Br)c(S(=O)(=O)Nc2cccnc2)c1,29
-0.56,-0.06,CC(C)c1nc(N2CCN(C(=O)c3ccccc3)CC2)c(C#N)c2c1COC(C)(C)C2,3
0.24,-0.6,CC(=O)OCCn1c(=O)c2cc3c(=O)n(CCOC(C)=O)c(=O)c3cc2c1=O,-11
0.69,1.7,CCOc1ccccc1Nc1nnc(SCC(=O)Nc2cccc(S(=O)(=O)NC3=NCCCCC3)c2)s1,14
0.28,0.08,O=C(NCc1ccccc1)c1c[nH]c2ccc(S(=O)(=O)Nc3ccc4c(c3)OCCO4)cc2c1=O,-29
nt,nt,CCOC(=O)c1c(-c2ccc(F)cc2)csc1NC(=O)C1CC=CCC1C(=O)O (stereo not drawn),42
-0.68,-0.18,Cc1nc2ccccc2n1S(=O)(=O)c1ccc(Br)cc1,32
0.25,0.21,COc1ccccc1/C=C1\SC(=S)N(Nc2nc(C)cc(C)n2)C1=O,nt
2.3,3.1,O=C1CCC(=O)N1CNc1ccccn1,-10
-0.51,-0.92,CCOC(=O)C1CCN(C(c2cc(OC)c(OC)c(OC)c2)c2sc3nc(C)nn3c2O)CC1 (stereo not drawn),20
0.55,-0.61,CC1(C)NC(=O)N(CCOCCOc2c(Cl)cc(Cl)cc2Cl)C1=O,-62
nt,nt,Cc1ccc(OCC(=O)N2CCCC(CCC(=O)N(C)CCc3ccccn3)C2)cc1 (stereo not drawn),-35
0.72,-0.73,COc1cc(OC)c(NC(=O)CCNS(=O)(=O)c2cc(Br)cnc2N)cc1Cl,33
0.09,0.32,O=C(NCCOc1ccccc1)C(c1ccccc1)c1ccccc1,-12
-0.58,-0.34,O=C1N=C(N2CCN(c3ccccc3)CC2)S/C1=C/c1cccs1,nt
0.87,1.3,CC(Oc1cc(Cl)ccc1Cl)C(=O)N/N=C\c1ccnn1C (stereo not drawn),-7
0.07,-0.38,CC(C)COC(=O)C1C(=O)CC(C)(O)C(C(=O)OCC(C)C)C1c1cccnc1 (stereo not drawn),nt
0.48,0.75,CCc1nc(N)c(C#N)c(-c2cccc3ccccc23)c1C,35
0.78,0.79,CCOc1cccc(SCc2noc(C(=O)NC(C)C)c2C(=O)O)c1,-3
0.26,-0.19,Cc1occc1C(=O)Nc1ccc2c(c1)OCCO2,-244
1.5,1.6,CCOC(=O)c1cc(C(C)(C)C)oc1CN,7
nt,nt,CN1CCS/C1=C\C=C1/SC(=S)N(CC(=O)O)C1=O,-17
0.33,0,CCC(C)(NC(=O)c1ccccc1)C(=O)O (stereo not drawn),8
1.1,0.37,COc1ccc(C2CC(=O)C=C(NNS(=O)(=O)c3ccc(C)cc3)C2)cc1 (stereo not drawn),nt
nt,nt,N/C(=N\NC(=O)c1ccc(F)cc1)c1cc2ccccc2oc1=O,-5
-2.3,-2.2,COc1cc(NC(=O)CSCC(=O)Nc2cccc(C(F)(F)F)c2)c(Cl)cc1Cl,9

Nothing new here: entries from further up.
sdo1 growth,sdo1 growth Rescue 24 h,molecule,INS promoter inh
0.33,0,CCC(C)(NC(=O)c1ccccc1)C(=O)O (stereo not drawn),8
1.1,0.37,COc1ccc(C2CC(=O)C=C(NNS(=O)(=O)c3ccc(C)cc3)C2)cc1 (stereo not drawn),nt
nt,nt,N/C(=N\NC(=O)c1ccc(F)cc1)c1cc2ccccc2oc1=O,-5
-2.3,-2.2,COc1cc(NC(=O)CSCC(=O)Nc2cccc(C(F)(F)F)c2)c(Cl)cc1Cl,9

Other entries
sdo1 growth,sdo1 growth Rescue 24 h,molecule,INS promoter inh
1.1,0.58,Cn1c(CNS(=O)(=O)c2ccc(Cl)cc2)n[nH]c1=S,27
-0.22,-0.87,CCOC(=O)/C=c1\s/c(=C(\C#N)C(=O)NC)n(-c2ccccc2)c1=O,-12
-1.6,-1.4,Cc1ccc(NCC(=O)Nc2ccc(Br)cc2)cc1F,nt
-0.19,-0.2,O=C(NCCN1CCCCC1)Nc1ccc(F)c(Cl)c1,38
-1,-2,O=C(CN1CCCCC1)NCCNc1ccc(C(F)(F)F)cc1[N+](=O)[O-],9
-0.08,-0.68,O=C(O)CCC(=O)N1N=C(c2ccccc2)CC1c1ccc2nccnc2c1 (stereo not drawn),-5
0.21,0.6,COc1c2occc2c(OC)c2c(=O)cc(C(F)(F)C(F)(F)F)oc12,nt
-1.2,2,CC1CCN(CCOc2cc(Cl)ccc2Cl)CC1,31
-0.04,-0.85,C=C(C)CNC(=S)N/N=C/c1ccc(N2CCOCC2)cc1,-23
0.34,-0.09,Brc1ccc2ncc(Br)cc2c1,14
-0.24,-1.1,Cc1cccnc1NC(=O)C1CCN(S(=O)(=O)c2ccc3c(c2)CCC(=O)N3)CC1,nt
-0.12,-0.29,CCCCc1ccc(NC(=O)COc2ccc(C(=O)Nc3ccccc3C)cc2)cc1,-14
-0.35,0.15,Nc1ncnc2nc(SCc3ccccc3)[nH]c12,-11
nt,nt,CCN1C(C)=C(C)S/C1=C1\SC(=S)N(C2CCCCC2)C1=O,-25
-0.53,0.87,Cc1cccc(/C=C2/SC(=O)N(Cc3ccccc3Cl)C2=O)n1,nt
2.4[6.3 µM],2.3,COc1ccc(CC(=O)NCc2ccccc2Cl)cc1S(=O)(=O)N1CCOCC1,-22
-1.3,-0.6,Nc1nc(Cl)cc(N2CCC(c3cc(-c4ccc(Cl)cc4)n[nH]3)CC2)n1,-7
nt,nt,Cc1sc(NC(=S)Nc2ccc(F)cc2)c(C(N)=O)c1C,27
0.13,0.33,NC1=NCc2ccccc21,nt
-0.84,-0.34,N#Cc1ccc(C(=O)Nc2nc(-c3cccs3)c(C(=O)C(F)(F)F)s2)cc1,52
0.34,-0.04,CN1CCN(S(=O)(=O)c2ccc(NC(=O)c3ccc(F)cc3)cc2)CC1,56
-1.6,-0.52,Cc1ccccc1Cn1c2ccccc2c2cn[nH]c(=O)c21,nt
-2,-1.1,O=[N+]([O-])C1=CC=C2C(=NC3(CCCCC3)N2O)C1=NC1CCCCC1,nt
nt,nt,O=C(Cc1ccccc1)O/N=C1\CCCc2ccccc21,18
nt,nt,Cc1cc(C(=O)NNC(=O)CCN2CCN(c3ccccc3)CC2)c2ccccc2n1,29
0.2,-0.53,OCCNCC1(O)C2CC3CC(C2)CC1C3 (stereo not drawn),nt
-0.03,-0.34,Cc1ccc(Cl)cc1NC(=O)c1ocnc1C,7
-0.4,-0.5,Cc1ccc2cc(CN(Cc3nnnn3Cc3ccco3)CC3CCCO3)c(=O)[nH]c2c1C (stereo not drawn),nt
-0.54,-0.85,COc1ccc(NC(=O)COC(=O)Cc2ccc(-c3ccccc3)cc2)c(OC)c1,nt

Three entries out of the list above, ordered by the value under INS promoter inh, smallest number first:
| structure | INS promoter inh |
| --- | --- |
| Cc1ccc(Cl)cc1NC(=O)c1ocnc1C | 7 |
| Cc1cc(C(=O)NNC(=O)CCN2CCN(c3ccccc3)CC2)c2ccccc2n1 | 29 |
| CN1CCN(S(=O)(=O)c2ccc(NC(=O)c3ccc(F)cc3)cc2)CC1 | 56 |

Entries shown so far that contain a tert-butyl group:
sdo1 growth,sdo1 growth Rescue 24 h,molecule,INS promoter inh
0.34,0.34,Cc1ccc(SCC(=O)Nc2cccc(C(=O)NC(C)(C)C)c2)cc1,-7
1.5,1.6,CCOC(=O)c1cc(C(C)(C)C)oc1CN,7

Not all compounds are listed. The share of hits here may be higher or lower than overall.
